E coli growth – counter-screen for AddAB inhibitors: E. coli growth inhibition. AID 449728. E. coli V3065 growth, OD600 absorbance, 18 h. 330,000 compounds, 0.27% hits. inhibition, % at 11.9 µM;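 active = inhibition above the campaign's mean inhibition across all tested compounds plus 3 SD, cut at about 9.9% in these data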;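 also: uninfected addAB+ strain grown without phage in ampicillin broth; 0% = DMSO wells and 100% = ciprofloxacin 0.95 µg/ml wells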
phage Ecoli inh – E. coli growth loss with phage present | growth absorbance | inhibition, % at 11.9 µM | 360,000 compounds, 0.26% hits | AID 651602; in the data active = inhibition above about 11%
PfHsp90 yeast 2 – reduces growth (ATP signal) of yeast expressing P. falciparum Hsp90 | S. cerevisiae expressing PfHsp90, BacTiter-Glo ATP, 48 h; yeast lacking PDR1 and PDR3 efflux regulators | inhibition, % at 9.4 µM | 310,000 compounds, 0.32% hits | AID 504621;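 active = every replicate shows inhibition above about 80%, whatever the replicate mean, limit read from the data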;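 also: 0% = DMSO neutral controls and 100% = 20 µM radicicol positive controls; yeast relying on Plasmodium falciparum Hsp90 in place of its own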
AddAB inh – less growth of phage-infected E. coli with AddAB. E. coli expressing H. pylori AddAB, absorbance growth. inhibition, % at 11.9 µM. 330,000 compounds, 0.29% hits. AID 435030; in the data active = inhibition above about 12%;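 also: 0% = vehicle wells of infected cells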
Tat transport – inhibitors of E. coli Tat protein transport. 340,000 compounds, 0.036% hits. E. coli MC4100 TorA-mCherry Tat export, fluorescence. inhibition, % at 10 µM;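 active = mean replicate inhibition at least 50% and at least half of replicates individually reaching 50%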;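 also: exported cargo escapes ClpAP degradation while cytoplasmic cargo is degraded and loses fluorescence; 0% = median of neutral control wells and 100% = median of NaSCN control wells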
OPRM1-OPRD1 ag – OPRM1-OPRD1 heterodimerization agonism; activation, % at 9.3 µM; AID 504326; P35372+P41143; cells, luminescence; 340,000 compounds, 0.3% hits; in the data active = activation above about 18%;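 also: 0% = vehicle-treated cells and 100% = reference agonist; values of inactives mirror those of a sister screen read the other way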
Pemphigus Ab inh – human desmoglein-3 autoantibody binding inhibition; 310,000 compounds, 0.48% hits; DSG3-coupled beads, scFv-anti-DSG3-GFP binding, flow cytometry; hits give low values; binding (percent of control), % at 10 µM; AID 588358;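 active = binding more than 3 SD below its plate's average and above zero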;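 also: hits lower antibody fragment binding to DSG3; some compounds called inactive have numbers as strong as hits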
Target sequence (P32926 whole entry, looked up, the tested form may be a part): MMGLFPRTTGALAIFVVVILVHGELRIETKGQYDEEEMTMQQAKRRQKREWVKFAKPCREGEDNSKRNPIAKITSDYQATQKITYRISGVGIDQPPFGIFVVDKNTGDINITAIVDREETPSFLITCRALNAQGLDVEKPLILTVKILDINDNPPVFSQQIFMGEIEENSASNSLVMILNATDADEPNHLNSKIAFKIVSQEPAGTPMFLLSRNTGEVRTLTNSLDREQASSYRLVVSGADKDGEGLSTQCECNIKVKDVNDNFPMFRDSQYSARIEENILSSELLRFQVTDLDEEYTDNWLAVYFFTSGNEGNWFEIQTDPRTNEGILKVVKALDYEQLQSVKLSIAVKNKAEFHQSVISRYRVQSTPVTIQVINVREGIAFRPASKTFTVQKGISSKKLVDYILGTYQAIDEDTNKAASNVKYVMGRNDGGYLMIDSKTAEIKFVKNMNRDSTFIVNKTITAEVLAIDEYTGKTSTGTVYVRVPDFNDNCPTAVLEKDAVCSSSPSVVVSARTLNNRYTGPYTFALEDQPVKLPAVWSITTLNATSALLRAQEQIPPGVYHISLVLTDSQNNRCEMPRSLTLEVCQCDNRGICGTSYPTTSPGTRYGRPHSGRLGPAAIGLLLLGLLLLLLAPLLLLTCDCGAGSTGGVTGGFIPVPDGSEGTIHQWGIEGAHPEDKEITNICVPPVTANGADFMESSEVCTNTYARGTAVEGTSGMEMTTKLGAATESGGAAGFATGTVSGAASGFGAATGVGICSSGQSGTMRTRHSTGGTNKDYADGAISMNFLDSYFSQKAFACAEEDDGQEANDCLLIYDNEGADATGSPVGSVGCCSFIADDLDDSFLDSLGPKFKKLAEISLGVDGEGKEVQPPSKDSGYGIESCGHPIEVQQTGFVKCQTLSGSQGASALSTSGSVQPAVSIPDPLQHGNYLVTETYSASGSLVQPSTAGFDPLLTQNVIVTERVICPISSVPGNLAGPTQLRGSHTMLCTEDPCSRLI
OPRM1-OPRD1 inv – inverse agonist of human OPRM1-OPRD1 heterodimerization. cell-based MOR-DOR heterodimer luminescence, inverse agonism. inhibition, % at 9.3 µM. 340,000 compounds, 0.21% hits; in the data active = inhibition above about 22%, passing the limit was not always enough;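 also: 0% = cells with DMSO and 100% = wells without cells with DMSO; values of inactives mirror those of a sister screen read the other way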
Arrestin-AP2 inh – human beta-arrestin and AP2 interaction inhibition. 340,000 compounds, 0.31% hits. FITC-arrestin peptide / GST-AP2 beads, flow cytometry; AP2 beta2 appendage carries R879A mutation. inhibition, % at 10 µM;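 active = inhibition above a set limit, near 3 SD of compounds lacking own fluorescence, cut at about 54% in these data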;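 also: plate controls were DMSO wells for no effect and 5 µM unlabelled arrestin peptide for full effect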
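System: GST-AP2 R879A glutathione beads. Medium: PBS with 0.05% Tween 20 and 0.1% BSA. Also added: FITC-arrestin peptide, 50 nM. Incubation: 12 min plus 1 h, RT. Measured by: high-throughput flow cytometry of beads, ex 488, em 535 nm. Evaluation: percent drop in bead-associated FITC signal.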
PKA-R1A act – activators of PKA-R1A complex. P00514+P68181. PKA-R1A dissociation, Cy5-IP20 fluorescence polarization; scaled: DMSO 0%, 113 µM cGMP 100%. activation, % at 11.4 µM. 340,000 compounds, 0.083% hits;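 active = percent activation above the mean of all tested compounds plus 3 SD, cut at about 19% in these data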;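 also: higher means more PKAc released from R1A so a rise in polarization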
SUMO Mot1 rescue – blocks SUMOylation pathway, rescuing yeast Mot1-301 growth; 320,000 compounds, 1% hits; S. cerevisiae Mot1-301 growth rescue, ATP luminescence, 38.5C; percent above DMSO median, 100 means doubled; AID 2716; growth rescue, % at 18.8 µM;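 active = every valid replicate shows activation above 250% relative to neutral control wells; inactive = the rest, any valid replicate at or below 250%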;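 also: OY570 slx delta 5 strain wells were the positive control but not used for scaling; some compounds called inactive have numbers as strong as hits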
Active calls of the source: *; x = no result given; + = active, no number.

Values in the order – PfHsp90 yeast 2 | Pemphigus Ab inh | E coli growth | OPRM1-OPRD1 ag | AddAB inh | phage Ecoli inh | PKA-R1A act | Arrestin-AP2 inh | Tat transport | OPRM1-OPRD1 inv | SUMO Mot1 rescue
CC(C)c1c(C#N)c(N)nc(SCC(=O)c2cc3ccccc3oc2=O)c1C#N
  -19 | 67 | -0.6 | 1.3 | 0.8 | 3.2 | -3 | -2 | -4 | -7 | 5
C=CCNC(=O)Cn1c(=O)c2c(ncn2CCC(C)C)n(Cc2ccccc2)c1=O
  8 | x | -1.8 | -2.0 | 0.2 | 0.3 | -4 | 23 | 2 | 10 | -2
COCCn1c(C)cc(C(=O)CSc2cc(C)c3ccccc3n2)c1C
  20 | 118 | -2.3 | 1.2 | 4.1 | 1.3 | 9 | 7 | 0 | -7 | -3
COc1ccccc1NC(=O)c1ccc(NC(=O)CSc2nnnn2C)cc1
  -1 | x | -3.3 | -1.6 | -1.1 | 2.0 | 4 | 8 | 4 | 10 | -3
O=C(N/N=C\c1cc2c(cc1Cl)OCO2)c1cccs1
  -3 | 99 | 2.1 | -3.0 | 3.9 | 0.6 | -7 | -6 | -4 | 16 | -4
C=CCn1c(Br)nc2c1c(=O)n(C)c(=O)n2C
  -13 | 102 | -1.1 | -0.8 | 0.5 | 1.0 | 9 | 3 | 1 | 5 | -4
O=C1c2cccc3c(N4CCCCC4)ccc(c23)C(=O)N1c1cccc(O)c1
  0 | 116 | 1.3 | 8.4 | 0.9 | 2.1 | 7 | 8 | -1 | -39 | -11
CCOc1ccc(NC(=O)Cc2c(O)c3ccccc3[nH]c2=O)cc1
  -12 | 105 | 4.0 | -2.4 | 4.0 | 1.6 | 4 | 17 | 2 | 14 | 7
Cc1ccc(S(=O)(=O)Nc2ccc(-c3ccc4nncn4n3)cc2)cc1
  -1 | 97 | 0.3 | 1.9 | 0.3 | 4.3 | -7 | 11 | 1 | -12 | -8
CCN(CC)CC(O)c1ccc2ccc3ccc(O)cc3c2c1 (stereo unspecified)
  23 | 114 | x | 1.3 | x | 1.1 | 0 | 1 | 1 | -7 | x
CN1CCN(NC(=O)NC2CCCCC2)CC1
  -4 | x | 0.5 | -1.7 | 0.0 | -0.1 | 11 | 12 | -2 | 9 | 70
CSc1ccc(/C=C/C(=O)OCC(=O)N(C)CCC#N)cc1
  3 | 102 | -1.0 | -2.0 | -0.9 | 2.8 | -16 | 14 | 0 | 9 | -7
CCOC(=O)c1c(C)oc(NC(=O)COc2ccc(Cl)cc2C)c1C#N
  x | x | 0.8 | -0.8 | 1.6 | 3.9 | -14 | -7 | 9 | 5 | 30
CCOC(=O)c1ccc(-n2ccnc2)c(NC(=O)c2ccc(C(C)(C)C)cc2)c1
  -2 | 100 | 0.5 | -2.5 | -0.6 | 2.8 | 0 | 0 | 1 | 15 | -11
O=C(O)[C@H](Cc1ccccc1)N1C(=O)c2c(Cl)c(Cl)c(Cl)c(Cl)c2C1=O
  -10 | 103 | -2.1 | -2.5 | 3.6 | -5.9 | -4 | 2 | 2 | 14 | 6
CCOc1ccc(N2C(=O)CC(N3CC(C)OC(C)C3)C2=O)cc1 (stereo unspecified)
  x | 93 | -2.5 | -0.4 | 1.0 | 3.1 | -6 | 25 | 0 | 2 | 257
O=C(OCCOc1ccccc1)c1cccc(S(=O)(=O)N2CCOCC2)c1
  -4 | 104 | 1.2 | -1.2 | 2.5 | 0.4 | -10 | 3 | -7 | 5 | 0
COc1cc(N2CN=c3s/c(=C\c4ccccn4)c(=O)n3C2)cc(OC)c1OC
  -8 | 102 | 0.6 | -0.5 | -0.8 | 3.1 | 0 | 4 | -13 | 3 | 1
COCc1nc(-c2cc(OC)c(OC)c(OC)c2)no1
  -6 | 102 | -0.6 | -0.4 | 0.9 | -0.6 | -1 | -1 | -3 | 2 | 3
CCCOc1ccc(Cn2cnc3ccccc32)cc1
  x | 88 | 5.2 | 0.6 | 3.1 | 5.6 | -5 | 23 | -5 | -3 | -3
c1ccc(CCc2ccccn2)cc1
  12 | 88 | x | -4.5 | x | 3.3 | -7 | -8 | 1 | 23 | x
Cc1snc(SCC(=O)N/N=C(\N)COc2ccc(F)cc2)c1C#N
  10 | 92 | -0.1 | -2.8 | -0.5 | 2.7 | -10 | 33 | -5 | 15 | -2
Cc1c(CCO)c(=O)oc2n[nH]c(-c3ccccc3)c12
  4 | 107 | -1.4 | -4.3 | -1.0 | 1.0 | -9 | -15 | 2 | 23 | 6
Cn1ncc(Oc2ccc([N+](=O)[O-])cc2)c(Cl)c1=O
  x | 96 | 2.1 | x | 6.6 | 6.0 | x | 5 | x | x | -7
COc1ccc(N2C(=O)CC(Sc3ccccc3C(=O)O)C2=O)c([N+](=O)[O-])c1 (stereo unspecified)
  2 | 95 | 0.7 | -1.0 | 0.5 | -1.9 | 11 | 6 | -2 | 5 | 79
COc1cccc(-c2ccc3ncnc(NCc4ccc5c(c4)OCO5)c3c2)c1
  4 | 106 | -0.8 | 0.2 | 0.1 | 1.9 | -3 | 25 | -4 | -1 | 138
COc1cccc(NC(=O)CN(C)C(=O)c2ccccc2OCc2c(C)noc2C)c1
  -6 | 98 | 1.6 | 0.0 | -0.3 | 4.6 | -7 | 20 | 1 | 0 | +
Cn1c(=O)c2sccc2n2c(CCCC(=O)NC3CCN(Cc4ccccc4)CC3)nnc12
  19 | x | 0.2 | -0.6 | 0.8 | 0.3 | 1 | -4 | -3 | 3 | 41
COc1ccc2ccc3ccc(OC)c(OC(C)=O)c3c2c1
  -25 | 106 | x | -0.9 | x | 3.1 | 9 | 45 | -2 | 4 | x
CCO[C@H]1OC(C(=O)NC2CC2)=C[C@@H](C2CCCCC2)[C@@H]1CCCO
  15 | 102 | 2.2 | -1.3 | 3.6 | 1.0 | 3 | -1 | -2 | 8 | 64
COc1ccccc1NC(=O)N1CCCC1
  5 | 95 | -0.3 | 0.4 | 2.3 | 3.6 | -2 | -7 | -6 | -3 | 6
Cc1cccc(OCCNC(=S)NC(=O)c2cccnc2)c1
  -6 | x | -0.8 | -1.5 | -0.2 | 2.3 | -1 | 19 | -8 | 8 | 249
N#Cc1nc(-c2cccs2)oc1NCc1ccccc1
  x | 105 | -1.4 | 0.4 | 2.0 | 3.0 | 11 | -3 | -5 | -2 | 5
Cc1cccc2cc(CN(CC3CCCO3)C(=S)NCc3ccco3)c(=O)[nH]c12 (stereo unspecified)
  -15 | 127 | -2.1 | -1.4 | 1.8 | 2.7 | -3 | 4 | 4 | 8 | -6
COC(=O)c1ccc(COc2cccnc2[N+](=O)[O-])cc1
  3 | 94 | 1.6 | -0.8 | 3.6 | -1.4 | 0 | -22 | 8 | 5 | -11
CN(Cc1ccco1)c1ncnc2ccc(-c3ccccc3Cl)cc12
  -24 | 99 | -1.1 | 5.1 | -0.3 | 2.4 | 1 | 22 | -1 | -29 | 7
O=C(CNC(=O)c1ccc2ccccc2c1)OCC(=O)N1CCN(S(=O)(=O)c2ccc3ccccc3c2)CC1
  -4 | 112 | 1.0 | 0.4 | 2.1 | 2.5 | 1 | 0 | -7 | -2 | 14
COC(=O)c1cc(OC)c(OC)cc1NC(=S)N1CCC(C(N)=O)CC1
  -5 | 92 | -0.7 | -1.8 | 0.6 | 1.8 | -10 | -3 | 4 | 10 | -11
COc1ccc(-n2c(=O)c(CCC(=O)N(C)Cc3ccccc3C)nc3ccccc32)cc1
  -16 | 109 | -2.4 | 0.7 | -4.8 | 2.0 | -5 | 0 | 8 | -4 | -1
O=C1C2C3C=CC(C3)C2C(=O)N1c1n[nH]c(-c2ccccc2)n1 (stereo unspecified)
  -5 | 101 | -0.5 | -1.8 | 2.1 | 0.1 | 1 | -1 | 8 | 9 | -13
Cc1ccc(OC(=O)CCNC(=O)c2ccccc2Cl)c(Br)c1
  -16 | 100 | 0.3 | 0.1 | 0.8 | 3.0 | -2 | 5 | -2 | 0 | 25
Cc1cc(=O)[nH]c(N)n1
  20 | 102 | -2.5 | -3.6 | -0.3 | 0.8 | 12 | -2 | -5 | 18 | 82
Cc1ccc(NC(=O)NC2CCCCCCC2)cc1C
  -14 | 106 | x | -1.8 | x | 2.8 | -12 | 17 | 1 | 10 | 42
CS(=O)(=O)N1CCN(C2Cc3ccccc3C2)CC1
  10 | 97 | 1.7 | -1.2 | -2.1 | -1.3 | 9 | 2 | -5 | 7 | -17
COc1ccc(CN(C)C(=O)CNC(=O)c2ccc(C)cc2)cc1
  4 | 85 | 0.3 | -0.4 | 1.4 | 1.8 | 1 | 20 | 1 | 3 | -5
COCc1nc2ccccc2n1Cc1c(F)cccc1Cl
  x | 119 | 1.4 | -1.0 | 3.3 | -0.3 | -3 | -12 | -6 | 5 | 0
CC(C)COC(=O)C(C#N)c1nc2ccccc2nc1N1CCN(Cc2ccc3c(c2)OCO3)CC1 (stereo unspecified)
  -9 | 94 | -2.0 | -3.3 | -0.7 | 1.6 | 6 | 8 | 5 | 20 | 92
COc1ccc(C(=O)NCC(=O)OCc2ccc(Br)cc2)cc1
  -9 | 102 | -1.1 | 1.4 | -1.3 | 5.4 | -1 | 12 | -11 | -10 | -1
COc1ccc([C@@H]2CC=C(C(=O)O)CN2S(=O)(=O)c2ccc(Cl)cc2)cc1
  -14 | 102 | -1.9 | -1.1 | -1.0 | 1.4 | -2 | 3 | 1 | 6 | 12
Cc1cc(OC(=O)c2ccccc2)n(CCC#N)n1
  7 | 108 | -0.3 | -2.4 | 0.1 | -1.3 | -2 | 9 | 1 | 12 | 2
Cc1cccc(OCCNC(=O)CCc2ccccc2)c1
  x | 101 | -0.7 | x | 1.5 | -0.1 | x | -3 | x | x | 539
O=C1ON=C(c2ccccc2)/C1=C/c1ccc(OS(=O)(=O)c2ccccc2)cc1
  7 | 90 | 0.7 | -0.1 | 6.0 | 1.2 | -1 | 9 | -7 | 1 | -10
COc1ccc(CNS(=O)(=O)c2ccc(NC(=O)N3CCCCC3)cc2)cc1
  -2 | 109 | -0.7 | -0.7 | 2.2 | 1.6 | 6 | 51 | -1 | 3 | 1
COC(=O)c1cccc(C(=O)N2CCCC(Nc3ccc4c(c3)OCCO4)C2)c1 (stereo unspecified)
  -9 | x | -0.9 | 0.5 | -0.8 | 1.3 | -7 | 11 | -1 | -3 | -8
O=C(CN(Cc1ccc(F)cc1)C(=O)CNS(=O)(=O)c1ccccc1)NCC1CCCO1 (stereo unspecified)
  -25 | 97 | -3.3 | 0.3 | 1.0 | -0.7 | -1 | 29 | 1 | -2 | 16

Compounds as they come, and some 2.8% of all compounds hit somewhere here.
